Source: PubChem
BL2 CD40 inh – inhibitors of CD40-induced NF-kB signaling, primary screen, BL2 cells, luciferase reporter, single point. CD40L-induced, 4 h. inhibition, % at 10 µM. actives 0.94% (n = 83,000);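 active = mean inhibition of at least 50% with a set share of replicates also reaching that level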;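 note: 0% = neutral control wells and 100% = IKK inhibitor VII at 50 µM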
Numbers without * were called inactive; & = joins results of further samples; [ ] = another dose, or the depositor's remark. These rows are one share of the data; the hit share may differ from the screen's.

SMILES	BL2 CD40 inh
CN(C)CCCNC(=O)[C@H]1[C@H](CO)[C@H]2Cn3c(ccc(-c4ccncc4)c3=O)[C@@H]1N2C(=O)CC1CC1	-4.4[25 µM]
COCc1ccc2oc(C(=O)O)cc2c1	10.0
O=C(CC(F)(F)F)N1C[C@H]2[C@@H](c3ccccc31)[C@@H](CO)N2CC1CCOCC1	16.6[25 µM]
N#CC1(NC(=O)COC(=O)c2cccc(-n3cnnn3)c2)CCCCC1	-0.4
CCN(CC(=O)Nc1ccc(Br)cc1)CC(=O)Nc1cc(C)on1	-26.5
CC(C)CN(CCNC(=O)CN1C(=O)CSc2ccc(S(=O)(=O)N3CCOCC3)cc21)CC(C)C	1.3
CCn1c(C(=O)N2CCC(C(=O)NCc3ccc4c(c3)OCO4)CC2)cc2sccc21	-1.9
COc1ccc2[nH]cc(CC(=O)O)c2c1	-1.2
COc1ccccc1CNC(=O)C[C@@H]1C[C@H]2c3cc(NS(=O)(=O)c4ccc(F)cc4)ccc3O[C@H]2[C@@H](CO)O1	-7.1[25 µM]
O=C(COc1ccccc1)Nc1ccc2c(c1)C(=O)N(CC1CCCO1)C2=O (stereo unspecified)	8.2
O=C(C1Cc2ccccc2CN1S(=O)(=O)c1ccc(F)cc1)N1CCOCC1 (stereo unspecified)	2.1
CC(C)CN1C(=O)C(=O)N(CC(=O)N2CCC(Cc3ccccc3)CC2)C1=O	3.4

4 entries from above, with each value named:
> O=C(CC(F)(F)F)N1C[C@H]2[C@@H](c3ccccc31)[C@@H](CO)N2CC1CCOCC1
  BL2 CD40 inh: 16.6[25 µM]
> CN(C)CCCNC(=O)[C@H]1[C@H](CO)[C@H]2Cn3c(ccc(-c4ccncc4)c3=O)[C@@H]1N2C(=O)CC1CC1
  BL2 CD40 inh: -4.4[25 µM]
> CC(C)CN(CCNC(=O)CN1C(=O)CSc2ccc(S(=O)(=O)N3CCOCC3)cc21)CC(C)C
  BL2 CD40 inh: 1.3
> O=C(COc1ccccc1)Nc1ccc2c(c1)C(=O)N(CC1CCCO1)C2=O (stereo unspecified)
  BL2 CD40 inh: 8.2

More records follow:
SMILES	BL2 CD40 inh
Cc1ccc(COC(=O)CCCN=C2NS(=O)(=O)c3ccccc32)cc1	14.7
CN1C(=O)c2cc(NC(=O)C3CCCC3)ccc2OC[C@@H]2O[C@@H](CC(=O)NCCc3ccncc3)CC[C@@H]21	-4.2
COC(=O)[C@@H](NC(=O)NCCC1=CCCCC1)C(C)C	-0.8
Cc1ccc(S(=O)(=O)N2CCOCC2)cc1C(=O)NCC1CCCCC1	4.2
CO[C@@H]1CN(C)C(=O)c2cc(NC(=O)Nc3cc(F)ccc3F)ccc2OC[C@H](C)NC[C@@H]1C	11.3&6.2[25 µM]
CCOC(=O)c1c(C)c(C(=O)NCc2ccco2)c(C)n1C	11.5
C[C@H](CO)N1C[C@H](C)[C@@H](CN(C)C(=O)Oc2ccccc2)OCc2ccccc2-c2ccccc2C1=O	2.5
Cc1ccc(C2CC(=O)Nc3sc(C(N)=O)c(N)c32)cc1 (stereo unspecified)	6.1
COc1ccc2c3c(n(C)c2c1)[C@@H](CO)N(C(=O)NC(C)C)CC31CCN(CC2CCOCC2)CC1	-3.5[25 µM]
COc1ccc(S(=O)(=O)Nc2ccc3c(c2)[C@@H]2C[C@@H](CC(=O)N(C)C)O[C@H](CO)[C@@H]2O3)cc1	-5.5[25 µM]
Cc1sc2ncnc(OCC(=O)NCC3CCCO3)c2c1C (stereo unspecified)	1.1
O=C(c1cccc(F)c1)N1CC[C@H]2[C@H](CO)Nc3ccc(-c4ccc(F)cc4)cc3[C@H]21	4.8
O=C(CSc1ccc2c(c1)OCCO2)N1CCN(c2ccccc2O)CC1	-19.2
O=C1CC2(CCN(C(=O)c3c(F)cccc3Cl)CC2)Oc2ccccc21	-1.5
O=C(c1ccccc1)N1C[C@H]2[C@@H](c3ccccc31)[C@@H](CO)N2C(=O)c1ccccn1	6.0
CCN(C[C@@H]1[C@@H](c2ccccc2)[C@@H](CO)N1C(=O)COC)S(C)(=O)=O	-13.3[25 µM]
O=C(CCc1ccc(S(=O)(=O)NC2CCCCC2)cc1)NCc1ccccn1	3.4
Cc1nn(-c2ccccc2)c(C)c1NC(=O)COC(=O)c1ccc(Cl)c(S(N)(=O)=O)c1	11.3
O=C(c1ccc(F)cc1)N1CC[C@@H]2[C@H](CO)Nc3ccc(-c4ccccc4F)cc3[C@@H]21	-16.8[25 µM]
CC(=O)N1CCN(c2cc(N3CCc4ccccc4C3)c(F)cc2[N+](=O)[O-])CC1	9.2
COc1cc2nc(CN3CCN(S(=O)(=O)c4ccccc4C(F)(F)F)CC3)[nH]c(=O)c2cc1OC	9.8
O=C([C@H]1[C@H](CO)[C@H]2Cn3c(cccc3=O)[C@H]2N1C(=O)C1CCCC1)N1CCOCC1	8.1
COCCSc1ccccc1C(=O)N1CCN(c2ccccc2OC)CC1	3.9
Cc1cc(C)c(C#N)c(SCC(=O)C(C)(C)C)n1	-15.3
COc1cc(C(=O)Nc2ccc(C(=O)c3cccs3)cc2)cc(OC)c1OC	-1.1
Cc1noc(C)c1S(=O)(=O)Nc1ccc2c(c1)CC(=O)N([C@H](C)CO)C[C@@H](C)[C@@H](CN(C)C(=O)Nc1cccc3ccccc13)O2	2.2[25 µM]
O=C(NC[C@H]1[C@H](c2ccccc2)[C@@H](CO)N1C(=O)C1CCC1)NC1CCCC1	-8.4[25 µM]
Cc1ccccc1-c1ccccc1[C@@H]1[C@@H](C#N)N(C(=O)c2ccccc2)[C@H]1CO	-3.8[25 µM]
O=c1cc(Cl)nc2ccccn12	0.8
C1CCC(n2nnnc2CN2CCCC2)CC1	2.7
COc1ccc2oc(C(=O)OCC(=O)NC3CC3)c(C)c2c1	-27.4
O=C(Cn1cnc2ccccc2c1=O)c1c[nH]c2ccccc12	-6.6
CCN(CC)S(=O)(=O)c1ccc(N(C)Cc2cccnc2)nc1	5.7
CC1CCCCC12NC(=O)N(CC(=O)N1CCN(C(=O)c3ccco3)CC1)C2=O (stereo unspecified)	5.7
COc1ccc(CN2CCN(C(=O)c3ccc4c(c3)CCC4)CC2)cc1OC	-1.6
Cc1ccsc1C(=O)OCC(=O)NC1CCCCC1C (stereo unspecified)	-17.0
CC[C@@H]1C/C=C\C[C@H](c2ccccc2)NC(=O)CCC(=O)N1	2.5[25 µM]
COc1ccccc1CN1CCN(Cc2nc(Cc3ccccc3)no2)CC1	-0.4
CCS(=O)(=O)N1CCC(C(=O)NCCC2=CCCCC2)CC1	-8.5
COc1ccc(-c2csc(Nc3cccc(C)n3)n2)cc1OC	-1.3
O=[N+]([O-])c1ccc(CSc2ccc(-c3ccccn3)nn2)cc1	16.2
CN(C)C(=O)c1ccc(NC(=O)COC(=O)c2cc(S(=O)(=O)N(C)C)ccc2N2CCCC2)cc1	6.2
O=C(CC1CC1)N1CC2(C1)[C@H](c1ccccc1)[C@@H](CO)N2S(=O)(=O)Cc1ccccc1	-2.4[25 µM]
Nc1ncnc(N(c2ccccc2)C2CCCCC2)c1[N+](=O)[O-]	3.5
C[C@@H]1CN([C@@H](C)CO)C(=O)c2cccc(N(C)C)c2O[C@H]1CN(C)C(=O)Nc1ccc(F)cc1	1.0[25 µM]
O=C(COC(=O)c1ccc2ccccc2c1O)NCC(F)(F)F	-25.5
Cc1ccc(SCCCCN2C(=O)NC(C)(C)C2=O)cc1	-6.3
C/C=C/c1ccc([C@@H]2[C@@H](C#N)N(C(=O)CN3CCOCC3)[C@H]2CO)cc1	-13.2[25 µM]
COC(=O)c1cc2ccsc2n1Cc1ccccc1F	0.9
COc1ccc(S(=O)(=O)N(C)C[C@@H]2OCCCC[C@@H](C)Oc3ccc(NC(=O)Nc4ccccc4)cc3C(=O)N([C@@H](C)CO)C[C@H]2C)cc1	8.3
COc1ccc(/C=N/NC(=O)CC(=O)NCCc2ccccc2)cc1OC	3.8
C/C=C/c1ccc([C@@H]2[C@@H](CO)N(C(=O)c3ccccc3)[C@@H]2CNC(C)C)cc1	-3.4[25 µM]
Cc1cc(C(=O)Cn2c(CO)nc3ccccc32)c(C)n1C	-3.3
N#Cc1ccc(OCC(=O)NCC2(N3CCCCC3)CCCCC2)cc1	2.2
CCC(=O)N1CC2(CCN(Cc3ccc(Cl)cc3)CC2)c2c(n(C)c3cc(OC)ccc23)[C@@H]1CO	4.5[25 µM]
COc1ccc(C=O)cc1Cn1ccnc1	1.0
CCC[N+]1(CC#CC2(O)CCCCC2)CCOCC1	24.2
NCC[C@@H]1CC[C@@H](NC(=O)Cc2ccncc2)[C@@H](CO)O1	-2.2[25 µM]
C[C@H]1CN(C)C(=O)Cc2cc(N(C)C)ccc2O[C@@H]1CN(C)S(C)(=O)=O	1.6
O=C(CC1CCCC1)Nc1nc2ccccc2[nH]1	-77.5
(continued)
SMILES	BL2 CD40 inh
CCOC(=O)c1c(C)sc2c1N(C(C)=O)c1cc(Cl)ccc1S2	7.5
COc1ccc(CCNC(=O)CCC(=O)c2cccs2)cc1OC	2.8
CC(NC(=O)COC(=O)c1ccc[nH]c1=O)c1ccccc1 (stereo unspecified)	-12.6
CC(=O)NC[C@H]1[C@H](c2ccc(C3=CCCCC3)cc2)[C@H](CO)N1C(=O)NC(C)C	-0.1
O=C(CNC(=O)c1ccc2c(c1)OCO2)Nc1ncccc1O	-28.4
N#Cc1ccc(-c2ccc([C@H]3[C@H](CO)N4CCCCN(C(=O)Nc5ccc(F)cc5)C[C@@H]34)cc2)cc1	12.2[25 µM]
CC(C)(C)S(=O)(=O)c1ccsc1C(=O)O	7.9
Cc1ccccc1-c1ccc([C@H]2[C@H]3CN(C(=O)c4ccncc4)CC(=O)N3[C@H]2CO)cc1	-17.0[25 µM]
COc1ccc(-c2ccc([C@H]3[C@@H](CO)N4CCCCN(CC5CCOCC5)C[C@H]34)cc2)cc1	-33.0[25 µM]
C/C=C/c1cccc(-c2nc(C(=O)NCc3ccccc3)cc3c2[C@H](CCO)N([S@@](=O)C(C)(C)C)C3)c1	1.4
Cc1ccc(C)c(S(=O)(=O)N2CCCCC2CCNC(=O)C(=O)NCc2ccco2)c1 (stereo unspecified)	24.5
CC#CCCCC(=O)Nc1ccc(C(=O)O)cc1	6.8
c1ccc(OCCSc2nnnn2-c2ccccc2)cc1	-20.1
O=C(c1cccc(C(F)(F)F)c1)N1CCCCCC1	14.9
CCOc1ccccc1N1CCN(C(=O)c2cc(S(=O)(=O)N3CCCCC3)ccc2C)CC1	7.9
Cc1ccccc1S(=O)(=O)N1[C@H](C#N)[C@@H](c2ccc(-c3ccc(F)cc3)cc2)[C@@H]1CO	-24.9
Cc1ccc(S(=O)(=O)N2CC[C@@H]3[C@H]2c2cc(-c4cccc(C(=O)N(C)C)c4)ccc2N[C@@H]3CO)cc1	-21.6[25 µM]
C=CCOc1ccc(/C=C/C(=O)OCC(=O)NCc2cccs2)cc1	-10.4
O=C(Nc1cc(S(=O)(=O)Nc2ccccc2Cl)ccc1O)c1ccc(F)cc1F	8.4
C/C(=N/NC(=O)COc1ccc(C(C)(C)C)cc1)c1ccc(N2CCOCC2)cc1	2.5
O=C(Cn1cc([N+](=O)[O-])cn1)Nc1ccc(Cn2cc(Br)cn2)cc1	6.6
CC(=O)N1CCN(C(=O)COc2ccc(N(C)S(=O)(=O)c3cccs3)cc2)CC1	1.6
COc1ccccc1N(CC(O)Cn1nc(C)cc1C)S(=O)(=O)c1ccccc1 (stereo unspecified)	14.9
O=[N+]([O-])c1ccc(O)c(C2CCCCC2)c1	20.6

Three entries from above in another layout.
mol | BL2 CD40 inh
O=C([C@H]1[C@H](CO)[C@H]2Cn3c(cccc3=O)[C@H]2N1C(=O)C1CCCC1)N1CCOCC1 | 8.1
COCCSc1ccccc1C(=O)N1CCN(c2ccccc2OC)CC1 | 3.9
Cc1cc(C)c(C#N)c(SCC(=O)C(C)(C)C)n1 | -15.3

Later entries:
SMILES	BL2 CD40 inh
O=C(CSc1nnc(COc2ccc(Cl)cc2)o1)Nc1nccs1	-20.8
Cc1cc(S(=O)(=O)NCc2ccco2)c(C)s1	-27.8
Nc1nc(SCC(=O)N2CCc3ccccc3C2)[nH]c(=O)c1-c1ccccc1	-22.3
N#C[C@H]1N[C@H](CO)[C@@H]1c1ccc(-c2cccc(F)c2)cc1	10.3[25 µM]
CCCC1=[N+](CC(C)=O)CCn2c(C)ccc21	2.0
COc1ccc(NS(=O)(=O)c2cccc(-c3nnc(-c4ccccc4)o3)c2)cc1	-6.5
CS(=O)(=O)N(CC(=O)Nc1ccccc1C(=O)N1CCOCC1)c1ccccc1	2.5
CC(/C=C/c1ccc2c(c1)OCO2)=N\NC(=O)c1ccccc1	-27.0
Cn1nccc1C(=O)N1CCN(C23CC4CC(CC(C4)C2)C3)CC1	7.0
COc1cc2ccccc2cc1C(=O)N1CCc2ccccc21	0.7
COc1ccc(NC(=O)N2CCCCN3[C@H](C2)[C@@H](c2ccc(-c4ccccc4F)cc2)[C@@H]3CO)cc1	1.6[25 µM]
O=C(CN(C(=O)C1CSC(=O)C1)c1cccc(F)c1)NC1CCCC1 (stereo unspecified)	6.6
Cc1ccc2c(ccn3cc4c(c(=O)n(C)c(=O)n4C)c23)c1	-39.5
CO[C@H]1CN(C)C(=O)c2cc(NC(=O)C3CCOCC3)ccc2OC[C@H](C)N(CC2CC2)C[C@H]1C	0.6
CC(=O)c1ccc(S(=O)(=O)NCCC(=O)NC2CCN(Cc3ccccc3)CC2)cc1	-4.7
Cc1cc(C)n(C(=O)N(c2ccccc2)c2ccccc2)n1	3.0
Cc1[nH]c2ccc(C(=O)NCCCN3CCCCCC3)cc2c1C	1.0
COc1cccc(/C=C2\N=C(c3c(-c4ccccc4)noc3C)OC2=O)c1	7.2
C[C@@H](C(=O)N(C)C[C@@H]1OCc2ccccc2-c2ccccc2C(=O)N([C@@H](C)CO)C[C@@H]1C)c1ccccc1	-2.5
Cn1c(=O)c2sccc2n2c(CCCC(=O)N3CCCCC3)nnc12	-0.4
O=C(OCc1cc(Cl)ccc1OC(F)F)c1cncc(Br)c1	13.1
CSc1nsc(SC)c1-c1ccc(Cl)cc1	1.6
CC1CC(OC(=O)C2CCN(S(=O)(=O)c3ccc(F)cc3)CC2)C(=O)O1 (stereo unspecified)	-13.6
CCOc1ccc(OCc2cccc(C(=O)N3CCCCCC3)c2)cc1	42.7
